Screens (PubChem BioAssay)
TLR4 MyD88 comp: blocks binding of human TLR4 to MyD88 | HeLa CL3-4 TLR4/MyD88 BLA complementation, FRET ratio | 0.18% of 200,000 active | inhibition, % at 8.4 µM | O00206+Q99836; in the data active means inhibition above about 25%;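 further: 0% = vehicle and 100% = reference inhibitor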
Target sequence (O00206 whole entry, looked up): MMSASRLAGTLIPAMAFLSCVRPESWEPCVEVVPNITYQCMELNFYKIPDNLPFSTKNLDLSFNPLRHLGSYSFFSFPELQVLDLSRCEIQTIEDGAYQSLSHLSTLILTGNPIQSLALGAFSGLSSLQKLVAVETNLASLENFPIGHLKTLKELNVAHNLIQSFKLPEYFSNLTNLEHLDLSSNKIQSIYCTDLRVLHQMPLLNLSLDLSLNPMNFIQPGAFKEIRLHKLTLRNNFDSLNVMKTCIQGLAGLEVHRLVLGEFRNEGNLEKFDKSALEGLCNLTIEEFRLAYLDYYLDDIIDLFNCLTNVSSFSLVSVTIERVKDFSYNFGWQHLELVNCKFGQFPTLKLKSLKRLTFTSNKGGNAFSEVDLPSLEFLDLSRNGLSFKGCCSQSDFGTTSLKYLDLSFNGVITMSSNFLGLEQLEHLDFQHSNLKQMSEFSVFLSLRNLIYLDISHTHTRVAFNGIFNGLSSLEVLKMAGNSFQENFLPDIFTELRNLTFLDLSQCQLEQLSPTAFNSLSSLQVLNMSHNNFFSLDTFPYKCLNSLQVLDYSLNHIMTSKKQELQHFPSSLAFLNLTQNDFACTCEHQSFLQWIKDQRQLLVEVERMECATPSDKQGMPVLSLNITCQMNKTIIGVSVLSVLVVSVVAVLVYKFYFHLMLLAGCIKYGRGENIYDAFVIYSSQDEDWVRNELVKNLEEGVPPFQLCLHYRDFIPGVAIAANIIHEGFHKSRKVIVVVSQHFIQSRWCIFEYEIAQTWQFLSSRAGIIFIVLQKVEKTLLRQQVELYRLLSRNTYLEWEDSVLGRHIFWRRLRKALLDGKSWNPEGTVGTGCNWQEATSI
Target sequence (Q99836 whole entry, looked up): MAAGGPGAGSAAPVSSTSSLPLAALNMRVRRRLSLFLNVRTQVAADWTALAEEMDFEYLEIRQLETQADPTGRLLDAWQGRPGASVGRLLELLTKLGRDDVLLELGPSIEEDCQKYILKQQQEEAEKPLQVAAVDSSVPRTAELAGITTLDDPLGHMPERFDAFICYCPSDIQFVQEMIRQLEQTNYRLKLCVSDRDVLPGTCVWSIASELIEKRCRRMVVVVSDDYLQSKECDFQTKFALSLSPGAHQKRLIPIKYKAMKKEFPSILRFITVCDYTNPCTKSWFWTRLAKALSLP
FLuc inh counter: inhibits firefly luciferase, flagging false hits in luciferase inhibition screens; 1.5% of 200,000 active; inhibition, % at 10 µM; ATPLite firefly luciferase biochemical luminescence, 10 min;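 active means inhibition above about 50% when tested at 10 µM, limit read from the data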
Diaphorase act: diaphorase activation or chemical reduction counter-screen. 0.005% of 190,000 active. activation factor at 20 µM. Diaphorase/resazurin coupled assay, resorufin fluorescence, 16 min; stronger effect = higher value; 1 = vehicle wells, 0 = NADH-free wells;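 active means diaphorase activity raised at least twofold by the compound at 20 µM; inactive means activation factor below 2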
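Assay system: Purified diaphorase enzyme from Clostridium kluyveri | Amount: Enzyme 0.07 U/mL final | Dosing: Compound 20 µM once, DMSO 1% | Timing: 16 min reaction at room temperature | Detection: Fluorescence, excitation 544 nm and emission 590 nm | Evaluation: Higher resorufin formation from activation or reduction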
NF-kB expr up: compounds increasing NF-kB expression in human neuronal cells. 1.6% of 190,000 active. fold change at 12.5 µM. NF-kB reporter expression; stronger effect = higher value; in the data active means fold change above about 3.3
G6PDH CS: counter-screen for G6PDH assay hits: L. mesenteroides G6PDH inhibition; Purified L. mesenteroides G6PDH, diaphorase/resazurin coupled fluorescence, 45 min; inhibition, % at 5 µM; AID 1020; 0.12% of 200,000 active; in the data active means inhibition above about 50%
APP 5'UTR act: APP 5'UTR luciferase reporter activation; SH-SY5Y APP 5'UTR luciferase reporter, luminescence; zero percent = DMSO vehicle wells; activation, % at 2 µM; 1% of 190,000 active;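 active means activation above a set limit, based on mean plus 3 SD of controls, cut at about 140% in these data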; further: values of inactives mirror those of a sister screen read the other way
APP transl inh: APP translation inhibition | 0.82% of 190,000 active | inhibition, % at 2 µM | AID 1285 | SH-SY5Y APP 5'UTR-luciferase reporter, luminescence;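 active means inhibition above a set limit, derived from the sample mean plus 3 SD, cut at about 45% in these data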; further: values of inactives mirror those of a sister screen read the other way
STAT1 activator: activators of IFN-gamma induced STAT1 signaling | NIH 3T3 STAT1-luciferase reporter, luminescence; 100% = IFN-gamma alone, no compound | activation (% of control), % at 5.5 µM | 2.6% of 200,000 active | AID 932;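 active means activation above the screen-wide mean activation plus 3 SD, cut at about 130% in these data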;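 further: raw ratio to IFN-gamma control signal so 100% means no change and 0% no light; values of inactives mirror those of a sister screen read the other way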
Diaphorase inh: counter-screen for diaphorase-based assays: diaphorase inhibitors and chemical oxidizers | diaphorase resazurin-to-resorufin fluorescence, NADH, 16 min; bacterial (C. kluyveri) enzyme, not human | inhibition, % at 20 µM | 0.69% of 190,000 active | AID 1217;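 active means primary screen inhibition at 20 µM above a set limit, cut at about 50% in these data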;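 further: plate controls were DMSO with full reaction for no effect and wells lacking NADH for full effect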
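System: Diaphorase enzyme from Clostridium kluyveri | Amount: Enzyme working solution with 0.14 U/mL diaphorase | Benchmarks: No-NADH positive control and DMSO neutral control | Signal: Fluorescence of resorufin formed from resazurin, Ex 544/Em 590 nm | Schedule: 16-min room-temperature incubation before reading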
FLuc act counter: firefly luciferase counter-screen for stimulation assays; activation factor at 10 µM; 200,000 tested, under 10 active; ATPlite luciferase biochemical, luminescence, 10 min; 0 = ATP-free wells, 1 = DMSO control;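 active means luciferase activation factor, scaled between plate controls, of at least 2 with compound at 10 µM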
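Assay system: Luciferase/luciferin detection reagent, cell-free biochemical luciferase assay / Read-out: luciferase activation / Benchmarks: No-ATP low control, compound-free enzyme-plus-ATP high control / Medium: PBS buffer for ATP / Detection: luminescence measurement of luciferase light output / Schedule: 10 min at ambient temperature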
* marks the source's active call; other numbers are inactive results.

`Cc1cccc(NC(=O)c2oc3c(c2C)C(=O)CC(C)(C)C3)n1` gave TLR4 MyD88 comp -17, FLuc inh counter -2, Diaphorase act 0.9, NF-kB expr up 0.8, G6PDH CS 1, APP 5'UTR act 32, APP transl inh -32, STAT1 activator 101, Diaphorase inh 7 and FLuc act counter 1.
For O=C(Nc1cccnc1)c1cccc(F)c1 the results were TLR4 MyD88 comp -16, FLuc inh counter -5, Diaphorase act 0.9, NF-kB expr up 0.92, G6PDH CS -7, APP 5'UTR act 3, APP transl inh -3, STAT1 activator 104, Diaphorase inh 9 and FLuc act counter 1.1.
Cn1cnnc1SCC(=O)c1ccc2c(c1)OCO2 was read as TLR4 MyD88 comp -8, FLuc inh counter -6, Diaphorase act 1, NF-kB expr up 0.96, G6PDH CS 1, APP 5'UTR act -7, APP transl inh 7, STAT1 activator 103, Diaphorase inh 4 and FLuc act counter 1.1.
CCCCc1nn2c(N)c(/C=C3\C=Nc4ccccc43)c(=O)nc2s1 was read as TLR4 MyD88 comp 7, FLuc inh counter 2, Diaphorase act 1.1, NF-kB expr up 1.1, G6PDH CS 4, APP 5'UTR act 8, APP transl inh -8, STAT1 activator 97, Diaphorase inh -6 and FLuc act counter 1.
`COCCNc1ccc(S(=O)(=O)N2CCCC2)cn1` gave TLR4 MyD88 comp -10, FLuc inh counter -4, Diaphorase act 1.1, NF-kB expr up 0.98, G6PDH CS 3, APP 5'UTR act 3, APP transl inh -3, STAT1 activator 103, Diaphorase inh -9 and FLuc act counter 1.
CCc1nc(SCC(=O)N2c3ccccc3CC2C)c2c(C)c(C)sc2n1 (stereo unspecified) was read as TLR4 MyD88 comp -17, FLuc inh counter 0, Diaphorase act 1, NF-kB expr up 1.6, G6PDH CS 1, APP 5'UTR act 0, APP transl inh 0, STAT1 activator 99, Diaphorase inh 4 and FLuc act counter 1.
Screening COc1cc2c(cc1NC(=O)c1ccc(C)c([N+](=O)[O-])c1)oc1ccccc12 returned TLR4 MyD88 comp -11, FLuc inh counter -7, Diaphorase act 1, NF-kB expr up 1.1, G6PDH CS -3, APP 5'UTR act -5, APP transl inh 5, STAT1 activator 97, Diaphorase inh 0 and FLuc act counter 1.1.
For O=C(NCCC1=CCCCC1)C1CCCN(S(=O)(=O)c2ccc(F)cc2)C1 (stereo unspecified) the results were TLR4 MyD88 comp 4, FLuc inh counter -8, Diaphorase act 0.9, NF-kB expr up 1.1, G6PDH CS 11, APP 5'UTR act -5, APP transl inh 5, STAT1 activator 103, Diaphorase inh 12 and FLuc act counter 1.1.
Screening CN(CC(=O)N1CCN(c2ccccn2)CC1)S(=O)(=O)c1ccc2ccccc2c1 returned TLR4 MyD88 comp 6, FLuc inh counter -3, Diaphorase act 0.9, NF-kB expr up 0.84, G6PDH CS 6, APP 5'UTR act 8, APP transl inh -8, STAT1 activator 104, Diaphorase inh 14 and FLuc act counter 1.
Screening Nn1c(N2CCCCC2)nc2ccccc21 returned TLR4 MyD88 comp -2, FLuc inh counter -2, Diaphorase act 0.9, NF-kB expr up 1.4, G6PDH CS -1, APP 5'UTR act 4, APP transl inh -4, STAT1 activator 111, Diaphorase inh 6 and FLuc act counter 1.

Looked up by structure from the list above (four):
CCCCc1nn2c(N)c(/C=C3\C=Nc4ccccc43)c(=O)nc2s1 was read as TLR4 MyD88 comp 7, FLuc inh counter 2, Diaphorase act 1.1, NF-kB expr up 1.1, G6PDH CS 4, APP 5'UTR act 8, APP transl inh -8, STAT1 activator 97, Diaphorase inh -6 and FLuc act counter 1.
Cn1cnnc1SCC(=O)c1ccc2c(c1)OCO2 was read as TLR4 MyD88 comp -8, FLuc inh counter -6, Diaphorase act 1, NF-kB expr up 0.96, G6PDH CS 1, APP 5'UTR act -7, APP transl inh 7, STAT1 activator 103, Diaphorase inh 4 and FLuc act counter 1.1.
For O=C(Nc1cccnc1)c1cccc(F)c1 the results were TLR4 MyD88 comp -16, FLuc inh counter -5, Diaphorase act 0.9, NF-kB expr up 0.92, G6PDH CS -7, APP 5'UTR act 3, APP transl inh -3, STAT1 activator 104, Diaphorase inh 9 and FLuc act counter 1.1.
Screening CN(CC(=O)N1CCN(c2ccccn2)CC1)S(=O)(=O)c1ccc2ccccc2c1 returned TLR4 MyD88 comp 6, FLuc inh counter -3, Diaphorase act 0.9, NF-kB expr up 0.84, G6PDH CS 6, APP 5'UTR act 8, APP transl inh -8, STAT1 activator 104, Diaphorase inh 14 and FLuc act counter 1.

Next part
Screening COc1cc2[nH]c(=O)n(CCC(=O)N3CCN(c4cc(Cl)ccc4C)CC3)c(=O)c2cc1OC returned TLR4 MyD88 comp -9, FLuc inh counter -4, Diaphorase act 0.9, NF-kB expr up 0.92, G6PDH CS -2, APP 5'UTR act 12, APP transl inh -12, STAT1 activator 95, Diaphorase inh 6 and FLuc act counter 1.
CCOC(=O)C1(Cc2cccc(OC)c2)CCN(CC2CC=CCC2)CC1 (stereo unspecified) was read as TLR4 MyD88 comp 4, FLuc inh counter -1, Diaphorase act 1, NF-kB expr up 1, G6PDH CS 2, APP 5'UTR act 9, APP transl inh -9, STAT1 activator 91, Diaphorase inh 5 and FLuc act counter 1.
CC(C)c1ccc(NC(=O)C2CCN(S(C)(=O)=O)CC2)cc1 was read as TLR4 MyD88 comp 0, FLuc inh counter 0, Diaphorase act 1, NF-kB expr up 0.97, G6PDH CS 4, APP 5'UTR act -12, APP transl inh 12, STAT1 activator 102, Diaphorase inh 4 and FLuc act counter 1.
`Cc1ccc(/C=N\NC(=O)Cn2c(C)nc3ccccc32)o1` gave TLR4 MyD88 comp 11, FLuc inh counter -8, Diaphorase act 0.9, NF-kB expr up 1.2, G6PDH CS 2, APP 5'UTR act 15, APP transl inh -15, STAT1 activator 99, Diaphorase inh 9 and FLuc act counter 1.1.
`CCOC(=O)/C=C1\NC(=O)CS1` gave TLR4 MyD88 comp -7, FLuc inh counter -6, Diaphorase act 0.9, NF-kB expr up 0.95, G6PDH CS 1, APP 5'UTR act -5, APP transl inh 5, STAT1 activator 100, Diaphorase inh 13 and FLuc act counter 1.1.
Screening CCOC(=O)N1CCN(C(=O)C(C)n2nc(C)n3c(cc4sccc43)c2=O)CC1 (stereo unspecified) returned TLR4 MyD88 comp -1, FLuc inh counter -6, Diaphorase act 0.9, NF-kB expr up 1, G6PDH CS 6, APP 5'UTR act 13, APP transl inh -13, STAT1 activator 97, Diaphorase inh 9 and FLuc act counter 1.1.
For O=C(Nc1nc(-c2ccccc2)cs1)c1cccs1 the results were TLR4 MyD88 comp -10, FLuc inh counter 19, Diaphorase act 1, NF-kB expr up 2.2, G6PDH CS 2, APP 5'UTR act 69, APP transl inh -69, STAT1 activator 128, Diaphorase inh 0 and FLuc act counter 0.8.
`O=C(Oc1ccc(C(=S)N2CCOCC2)cc1Br)c1ccccc1F` gave TLR4 MyD88 comp -9, FLuc inh counter -4, Diaphorase act 0.7, NF-kB expr up 1.3, G6PDH CS 0, APP 5'UTR act 1, APP transl inh -1, STAT1 activator 100, Diaphorase inh 28 and FLuc act counter 1.
`CCCOC(=O)c1c(-c2ccc(C)cc2C)csc1NC(=O)C1C2CCC(O2)C1C(=O)O` (stereo unspecified) gave TLR4 MyD88 comp 3, FLuc inh counter -7, Diaphorase act 0.9, NF-kB expr up 1, G6PDH CS 8, APP 5'UTR act -9, APP transl inh 9, STAT1 activator 99, Diaphorase inh 12 and FLuc act counter 1.1.
Screening CC(C)(Oc1ccc(Cl)cc1)C(=O)Nc1ccncc1 returned TLR4 MyD88 comp -1, FLuc inh counter -6, Diaphorase act 1, NF-kB expr up 0.89, G6PDH CS -1, APP 5'UTR act -8, APP transl inh 8, STAT1 activator 93, Diaphorase inh 4 and FLuc act counter 1.1.
`NC(=S)N1OC[C@@H]2COc3ccc4ccccc4c3[C@@H]21` gave TLR4 MyD88 comp -6, FLuc inh counter -6, Diaphorase act 0.9, NF-kB expr up 0.68, G6PDH CS 7, APP 5'UTR act 5, APP transl inh -5, STAT1 activator 106, Diaphorase inh 7 and FLuc act counter 1.1.
CCN1CCN(c2ncnc3c2sc2nc(N4CCOCC4)c4c(c23)CCC4)CC1 was read as FLuc inh counter -4, Diaphorase act 1, G6PDH CS 7, Diaphorase inh -3 and FLuc act counter 1.
For Cc1ccc(NC(=O)CCn2nc(C)cc2C)cc1 the results were TLR4 MyD88 comp 15, FLuc inh counter -2, Diaphorase act 0.9, NF-kB expr up 1.2, G6PDH CS 0, APP 5'UTR act -4, APP transl inh 4, STAT1 activator 106, Diaphorase inh 14 and FLuc act counter 1.
CCOc1ccc(C(=O)Nc2cccc(-c3ccc4nncn4n3)c2)cc1 was read as TLR4 MyD88 comp 9, FLuc inh counter 38, Diaphorase act 0.9, NF-kB expr up 1.2, G6PDH CS 3, APP 5'UTR act 6, APP transl inh -6, STAT1 activator 96, Diaphorase inh 14 and FLuc act counter 0.6.
`O=C(CNC(=S)N(Cc1ccccc1F)C1CCCCC1)NCC1CCCO1` (stereo unspecified) gave TLR4 MyD88 comp 0, FLuc inh counter -2, Diaphorase act 1, NF-kB expr up 1.2, G6PDH CS 2, APP 5'UTR act -13, APP transl inh 13, STAT1 activator 102, Diaphorase inh 2 and FLuc act counter 1.
`CCc1cccc2c(C(=O)COC(=O)c3cccc(S(=O)(=O)N(C)C4CCCCC4)c3)c[nH]c12` gave TLR4 MyD88 comp 8, FLuc inh counter -7, Diaphorase act 0.8, NF-kB expr up 0.79, G6PDH CS 5, APP 5'UTR act 8, APP transl inh -8, STAT1 activator 91, Diaphorase inh 22 and FLuc act counter 1.1.
Nn1c(Cc2cccc3ccccc23)nnc1SCc1ccc(Cl)c(Cl)c1 was read as TLR4 MyD88 comp 12, FLuc inh counter -2, Diaphorase act 0.9, NF-kB expr up 1.1, G6PDH CS 3, APP 5'UTR act -1, APP transl inh 1, STAT1 activator 100, Diaphorase inh 9 and FLuc act counter 1.
Cc1cccc(CCNC(=O)CCc2c(C)nc3ncnn3c2C)c1 was read as TLR4 MyD88 comp 3, FLuc inh counter 0, Diaphorase act 0.9, NF-kB expr up 1.3, G6PDH CS 7, APP 5'UTR act -1, APP transl inh 1, STAT1 activator 100, Diaphorase inh 6 and FLuc act counter 1.
CC(C)CC(=O)NCCCCc1ccccc1 was read as TLR4 MyD88 comp -4, FLuc inh counter 3, Diaphorase act 0.9, NF-kB expr up 1.2, G6PDH CS 10, APP 5'UTR act 22, APP transl inh -22, STAT1 activator 102, Diaphorase inh 8 and FLuc act counter 1.
`Cc1ccc(Cl)cc1N(CC(=O)Nc1cccc(N(C)S(C)(=O)=O)c1)S(C)(=O)=O` gave TLR4 MyD88 comp 0, FLuc inh counter -1, Diaphorase act 1, NF-kB expr up 0.92, G6PDH CS 7, APP 5'UTR act -7, APP transl inh 6, STAT1 activator 85, Diaphorase inh 2 and FLuc act counter 1.

Outcome played no part in choosing rows; 5.6% or so of the library scored in one or more.
